Source: PubChem BioAssay
E-sel inducer = induces E-selectin expression in human endothelial cells | P16581 | HUVEC E-selectin immunofluorescence imaging; normalized: neutral wells 0, TNF-alpha wells 100 | activation, % at 7.58 µM | hit rate 0.37% among 260,000;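 active means mean E-selectin-positive cell signal at least 10% of the positive control, reached in at least 60% of replicates, without over 20% cell loss; inconclusive means no rule given, readout overlaps actives, possibly toxicity-flagged; inactive means the rest, including those meeting only one limit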;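 further: in these data hits start at about 27%; measured in HUVEC primary endothelial cells; signal is the percent of cells scored E-selectin positive by PE staining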
Target sequence (P16581 whole entry, looked up): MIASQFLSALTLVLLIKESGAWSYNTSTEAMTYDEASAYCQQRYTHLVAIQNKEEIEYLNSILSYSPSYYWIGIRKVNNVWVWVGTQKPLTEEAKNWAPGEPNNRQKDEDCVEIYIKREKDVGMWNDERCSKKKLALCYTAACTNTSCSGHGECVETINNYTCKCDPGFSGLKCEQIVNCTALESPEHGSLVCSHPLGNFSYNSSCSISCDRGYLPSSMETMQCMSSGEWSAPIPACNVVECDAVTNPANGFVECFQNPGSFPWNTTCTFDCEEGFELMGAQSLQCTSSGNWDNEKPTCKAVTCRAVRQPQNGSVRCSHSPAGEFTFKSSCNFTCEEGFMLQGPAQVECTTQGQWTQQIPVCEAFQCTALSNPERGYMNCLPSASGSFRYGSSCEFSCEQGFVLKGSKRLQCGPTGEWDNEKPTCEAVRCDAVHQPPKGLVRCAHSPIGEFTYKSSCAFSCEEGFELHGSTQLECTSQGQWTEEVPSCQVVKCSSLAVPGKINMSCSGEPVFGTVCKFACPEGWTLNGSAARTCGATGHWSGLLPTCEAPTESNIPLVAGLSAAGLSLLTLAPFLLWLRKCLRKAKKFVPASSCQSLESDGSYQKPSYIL
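Test system: HUVEC; input: 3,000 HUVEC/well; measured by: immunofluorescence imaging; read-out: % PE-positive cells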
RAD52 inh = inhibitors of human RAD52 DNA annealing; recombinant RAD52 DNA annealing, FRET fluorescence; hit rate 0.46% among 360,000; P43351; inhibition, % at 18.7 µM;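 active means every replicate showing at least 50% inhibition; inconclusive means mean inhibition at least 50% but not in every replicate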
Target sequence (P43351 whole entry, looked up): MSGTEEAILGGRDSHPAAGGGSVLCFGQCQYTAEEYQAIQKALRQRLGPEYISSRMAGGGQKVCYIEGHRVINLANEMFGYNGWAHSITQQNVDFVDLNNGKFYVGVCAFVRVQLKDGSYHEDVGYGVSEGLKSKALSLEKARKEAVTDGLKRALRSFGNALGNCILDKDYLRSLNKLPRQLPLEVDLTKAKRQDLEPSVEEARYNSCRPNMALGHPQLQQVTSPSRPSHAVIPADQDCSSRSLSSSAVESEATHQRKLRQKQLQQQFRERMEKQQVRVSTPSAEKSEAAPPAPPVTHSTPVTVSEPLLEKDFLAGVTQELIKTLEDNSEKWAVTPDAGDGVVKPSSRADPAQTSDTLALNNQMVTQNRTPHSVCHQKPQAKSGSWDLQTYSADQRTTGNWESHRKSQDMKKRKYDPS
PglD DTNB = blocks C. jejuni PglD acetyltransferase activity | purified PglD enzyme, DTNB colorimetric CoA detection | inhibition, % at 12.5 µM | hit rate 0.098% among 360,000; in the data active means inhibition above about 16%, passing the limit was not always enough; inconclusive means no clear call, values can overlap the other calls; further: strong numbers were not always called active
PGC1a acetyl inh = PGC1a acetylation modulation, inhibitor mode; hit rate 0.17% among 350,000; AID 651687; U2OS PGC1a acetylation, AlphaScreen anti-acetyl-lysine; with virally co-expressed GCN5 acetyltransferase; inhibition, % at 15.6 µM;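 active means every replicate shows inhibition of at least 40%; inconclusive means mean inhibition at least 40% but some replicate below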;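 further: 0% = neutral control wells and 100% = positive control wells; some results beyond the cut were filed as inactive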
miR122 inh = inhibitors of miR-122 in Huh7 cells. Huh7 miR-122 Renilla luciferase sensor, 48 h; neutral wells = 0, positive control = 100. activation (reporter increase), % at 12.5 µM. hit rate 0.3% among 340,000;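 active means mean replicate activation score at least 90 and every replicate individually at or above 90; inconclusive means only one of the two criteria met; inactive means neither criterion met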;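 further: higher luciferase means less miR-122 activity so hits act as miR-122 inhibitors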
RAD54 inh = RAD54 (human) branch migration inhibition. Q92698. RAD54 Holliday junction branch migration, FAM/BHQ fluorescence. inhibition, % at 10.4 µM. hit rate 0.14% among 360,000. AID 602329;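 active means mean normalized replicate activity at least 40 and at least half of replicates scoring 40 or more; inconclusive means only one of the two criteria met; inactive means mean below 40 and under half of replicates reaching 40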;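 further: 0% = median of neutral control wells and 100% = median of positive control wells; inhibitors cause a drop in the FAM fluorescence signal; in these data hits start at about 50%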
Cneo AK release = Cryptococcus neoformans lysis via adenylate kinase release | C. neoformans lysis, adenylate kinase release luminescence, 4 h; normalised: neutral wells 0, clomiphene wells 100 | lysis activity, % at 15 µM | hit rate 0.2% among 360,000 | AID 651654;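 active means mean lysis activity across replicates of at least 80%, whatever share of replicates individually reach that level; inactive means mean lysis activity below 80%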
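Test system: log-phase Cryptococcus neoformans yeast cells. Input: 5 × 10^6 yeast cells/mL. Medium: fresh YPD growth medium. Doses: single dose. Incubation: static 4 h at 37 °C with compound, 1 h detection. Measured by: luminescent adenylate kinase detection reagent. Read-out: signal increase indicating cell lysis. Benchmarks: Clomiphene.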
ERAP1 HTS inh = inhibitors of human ERAP1 aminopeptidase; recombinant ERAP1, Leu-AMC fluorescence, 60 min; hit rate 0.15% among 340,000; Q9NZ08; inhibition, % at 10.7 µM;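 active means mean replicate inhibition of at least 30%, or all replicates individually reaching that 30% level; inactive means mean below 30% and not every replicate reaching it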;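 further: 0% = neutral control wells and 100% = L-leucinethiol positive control wells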
* marks the source's active call; other numbers are inactive results; ? = inconclusive; nt = no result given; & = joins results of further samples; [ ] = another dose, or the depositor's remark.

SMILES	E-sel inducer	RAD52 inh	PglD DTNB	PGC1a acetyl inh	miR122 inh	RAD54 inh	Cneo AK release	ERAP1 HTS inh
Cc1nc(S(=O)(=O)Cc2ccc(Cl)cc2)nc2c1CCC2	nt	-15	6	-18	-1	-5	13	2
COc1cccc(C(O)c2ncc(-c3ccc(Cl)cc3)[nH]2)c1 (configuration not stated)	0.6	-15	2	-1	-2	-8	2	-1
COc1ccc(O[C@@H]2O[C@H](COC(C)=O)[C@@H](OC(C)=O)[C@H](OC(C)=O)[C@H]2NC(C)=O)cc1	-2.9	2	-7	2	-4	3	0	10
Cc1ccc(-n2cccc2C(=O)NS(=O)(=O)c2ccc(C)cc2)cc1	nt	-19	-1	2	7	4	4	-4
CC(C)NC(=O)N(C)C[C@H]1Oc2c(NC(=O)Nc3ccc4c(c3)OCO4)cccc2C(=O)N([C@H](C)CO)C[C@@H]1C	-0.6&-1.9	4&-11	1	2	nt	-4	-1	-1
Nc1cc(S(=O)(=O)N2CCOCC2)ccc1Oc1cccc(Br)c1	-2.1	-9	0	-12	-3	5	2	0
C[C@@H]1CCCCO[C@@H](CN(C)C(=O)CCCN(C)C)[C@@H](C)CN([C@H](C)CO)C(=O)c2cc(NS(=O)(=O)c3cccs3)ccc2O1	0.2	2	-1	-4	8[16.7 µM]	-1	-1	2
Cc1c(NC(=O)C(C)NCC2CCCO2)c(=O)n(-c2ccccc2)n1C (configuration not stated)	nt	nt	-1	12	4	-4	0	nt
NC(=O)CC(NC(=O)c1ccccc1)C(=O)O (configuration not stated)	nt	2	-1	-7	-9	3	2	-2
Cc1noc(C)c1CSCC(=O)N(C)CC(=O)Nc1ccc(F)cc1	-0.4	-12	-1	nt	-7	3	0	0
CCNC(=O)[C@H]1[C@H](CO)[C@H]2Cn3c(ccc(/C=C/c4ccccc4)c3=O)[C@H]2N1C(=O)C1CC1	1.5	-2	0	nt	-1[16.7 µM]	-3	2	1
CCCCOc1ccc(C(=O)Nc2ccc(N3CCN(C)CC3)cc2)cc1	nt	nt	1	8	3	-7	0	nt
CCCN1C[C@@H](C)[C@@H](OC)CN(C)C(=O)c2cc(NC(=O)C3CCC3)ccc2OC[C@@H]1C	-0.1	nt	-1	-3	13[16.7 µM]	6	0	nt
COc1ccc(Nc2nc(NCc3ccco3)nc(N/N=C/c3ccc(O)cc3)n2)cc1	nt	-11	10	-5	4	-4	-8	2
C[C@H](NC(=O)C[C@H]1CC[C@H]2[C@@H](COC[C@@H](O)CN2Cc2cc(F)ccc2F)O1)c1ccccc1	0.0	-12	5	-2	-1[16.7 µM]	-1	1	2
CCc1nn2c(N(C)CCO)cc(C)nc2c1-c1ccc(F)cc1	-2.2	-6	0	1	-7	2	0	6
S=C(Nc1cccc2ccccc12)Nc1cccc2ccccc12	0.6	-5	-3	-10	7	-7	0	-4
Cn1c(Oc2ccccc2)c(C=O)c2ccccc21	nt	nt	2	-4	-4	-3	2	nt
CC[C@H](C)[C@H](NC(=O)c1ccc(Cl)cc1)C(=O)OCC(=O)c1ccc2c(c1)NC(=O)CO2	nt	nt	5	?	4	-8	-5	nt
Cc1ccc(N(CC(=O)NC2CC3CCC2C3)S(C)(=O)=O)cc1C (configuration not stated)	nt	nt	-3	nt	-3	-3	12	nt
COc1ccc(S(=O)(=O)Nc2ccc(F)cc2)c(C)c1C	nt	nt	1	-12	231*	2	-1	nt
CCOC(=O)c1ccc(NC(=O)c2sc3nc4n(c(=O)c3c2C)CCC4)cc1	nt	-43	-1	0	-12	-5	-4	1
C[C@@H]1CN([C@@H](C)CO)C(=O)c2cccc(NC(=O)C3CCCCC3)c2O[C@@H]1CN(C)Cc1ccc(C(=O)Nc2ccccc2N)cc1	0.6	-1	2	6	185*[16.7 µM]	-9	-8	1
CCOC(=O)c1cc(NC(=O)SCC(=O)O)c(C)nc1C	nt	nt	0	-9	-5	-5	-1	nt
CN(C(=O)COc1ccccc1)c1nnc(-c2cccnc2)s1	nt	nt	4	-3	-7	13	1	nt
Later entries
SMILES	E-sel inducer	RAD52 inh	PglD DTNB	PGC1a acetyl inh	miR122 inh	RAD54 inh	Cneo AK release	ERAP1 HTS inh
Cc1ccc(NC(=S)N2CCN(Cc3ccc4c(c3)OCO4)CC2)c(C)c1	nt	-5	-5	-12	-3	11	14	1
Cn1c(CNC(=O)c2ccc3c(c2)OCO3)nnc1SCC(=O)Nc1ccc(F)cc1F	-0.2	-4	-2	-9	-5	3	-2	1
O=C(CCCNC(=O)c1ccc(Cl)cc1)Nc1nccs1	-0.1	-10	2	-4	nt	4	87*	1
C[C@@H](C(=O)N1CCN(Cc2ccc3c(c2)OCO3)CC1)n1nnc2ccccc2c1=O	nt	-2	4	-2	-3	2	2	1
O=C1Nc2ccccc2N=C(c2ccc3c(c2)OCO3)C1N(CCc1ccccc1)C(=O)CSc1ncccn1 (configuration not stated)	0.1	-26	-4	-12	19	-1	2	-1
N#CC1=C(N)Oc2cc(N)ccc2C1c1cccc(Br)c1 (configuration not stated)	nt	-21	-11	-41	18	-4	0	1
Cc1cc(C(=O)N2CCN(C/C=C/c3ccccc3)CC2)cs1	nt	-27	nt	9	-3	nt	nt	-1
C[C@H](CO)N1C[C@H](C)[C@@H](CN(C)C(=O)Nc2cc(F)ccc2F)Oc2cc(-c3ccc(C#N)cc3)ccc2S1(=O)=O	10	-1	4	-3	43[16.7 µM]	-10	0	1
O=C(NCCc1ccccc1)c1cc(S(=O)(=O)N2CCCCC2)c[nH]1	0.4	-7	0	-1	-5	1	-2	5
Cc1ccc(S(=O)(=O)Nc2cccc3c2O[C@@H](CN(C)Cc2ccc(Oc4ccccc4)cc2)[C@@H](C)CN([C@@H](C)CO)C3=O)cc1	1.8	-8	2	4	8[16.7 µM]	-1	-1	nt
Cc1noc(C)c1NC(=O)N(C)C[C@@H]1Oc2ccc(NS(=O)(=O)c3cccs3)cc2CC(=O)N([C@H](C)CO)C[C@H]1C	?	nt	-1	0	0[16.7 µM]	0	0	nt
Cc1ccc(-c2nn3c(C)nnc3s2)cc1NC(=O)c1ccc(-c2cccc(Cl)c2)o1	nt	nt	2	-19	-6	0	0	nt
Cc1ccc(S(=O)(=O)N2C[C@H]3C(=O)C[C@@H](c4ccccc4F)N(S(=O)(=O)c4ccc(C)cc4)[C@H]3C[C@H]2c2cccc3ccccc23)cc1	-0.1	-5	2	8	22	-3	1	-3
C[C@H](CO)N1C[C@H](C)[C@H](CN(C)Cc2ccc(C(=O)Nc3ccccc3N)cc2)Oc2ccc(NC(=O)CCC(F)(F)F)cc2C1=O	7.2	12	-2	5	32[16.7 µM]	-2	1	6
CN(NS(=O)(=O)c1ccc(Cl)cc1)c1ncc(C(F)(F)F)cc1Cl	nt	-14	3	nt	nt	-6	1	3
CCOc1cccc(CN(CC)CC2CCCN(CCc3cccc(OC)c3)C2)c1O (configuration not stated)	-0.1	-13	1	13	-2	-1	-4	0
Cc1ccc(NC(=O)Cn2sc3nc(C)cc(C)c3c2=O)c(Cl)c1	0.2	-8	0	2	6	2	-7	nt
COc1ccc(S(=O)(=O)Nc2cccc3c2O[C@@H](CN(C)C(=O)Nc2cccc4ccccc24)[C@H](C)CN([C@@H](C)CO)C3=O)cc1	4.5	-3	nt	-4	nt	nt	nt	2
CCOC(=O)c1ccc(S(=O)(=O)Nc2nc3cc(S(=O)(=O)NC4=NCCCCC4)ccc3s2)cc1	0.0	-27	nt	7	nt	nt	nt	-4
COc1cccc(NC(=O)C2(C)CCN2C(=O)C2CCCCC2)c1 (configuration not stated)	0.3	-1	4	-9	0	-15	0	-2
CCc1ccc2[nH]c3nc(SCc4nnc(-c5ccc(C)cc5)o4)nnc3c2c1	nt	nt	nt	8	4	-3	3	nt
CC(C)CC#Cc1cnc2c(c1)C(=O)N([C@@H](C)CO)C[C@@H](C)[C@@H](CN(C)C(=O)NC1CCCC1)O2	0.1	-4	3	-3	-13[16.7 µM]	5	11	1
O=C(NCCc1ccc(Cl)cc1)C1CCC(CNc2c(N3CCCCC3)c(=O)c2=O)CC1 (configuration not stated)	0.2	-34	nt	8	-2	-3	1	nt
O=C(Nc1cccc2[nH]ncc12)NS(=O)(=O)c1ccccc1	0.2	-11	-4	4	nt	-2	-3	1
CC(C)N(CCO)Cc1nc(C(c2ccccc2)c2ccccc2)no1	0.0	-6	-2	nt	nt	2	0	0
Additional structures follow:
SMILES	E-sel inducer	RAD52 inh	PglD DTNB	PGC1a acetyl inh	miR122 inh	RAD54 inh	Cneo AK release	ERAP1 HTS inh
C[C@H]1CN([C@@H](C)CO)C(=O)Cc2cc(NC(=O)Cn3cnnn3)ccc2O[C@@H]1CN(C)S(=O)(=O)c1cccs1	-3.8	0	2	0	2[16.7 µM]	2	-4	-1
CC(=O)C1(O)C(C)CC2C3CC=C4CC(O)CCC4(C)C3CCC21C (configuration not stated)	-0.1	-1	-2	-3	-8	-4	1	-1
CCc1nc2c(OCCn3cccc3)cccn2c1N(C)C(=O)c1ccc(OC)cc1	-0.2	-26	4	nt	-4	-6	1	0
O=C(/C=C/c1ccccc1)NC(=S)NNC(=O)Cc1cccs1	nt	nt	1	-17	-4	6	1	nt
Cc1noc(C)c1C(=O)OCC(=O)NC(c1ccccc1)c1ccccc1	nt	nt	-7	-2	-2	-3	2	nt
Cc1ccc(CNC(=O)CCC(=O)c2cccs2)cc1	nt	nt	-3	-8	1	-17	1	nt
CCc1ccc(S(=O)(=O)Nc2ccc(O)c3ccccc23)cc1	0.9	0	-2	nt	5	4	-1	-3
CCCNC(=O)Nc1ccc2c(c1)C(=O)N(C)[C@@H]1CC[C@H](CC(=O)NC3CCC3)O[C@@H]1CO2	-0.6	nt	5	-8	8[16.7 µM]	-10	-1	nt
CCc1c(C)nc(N)n2c(SCC(=O)NC3CCCCC3)nnc12	nt	-4	8	3	4	4	-3	-5
CCS(=O)(=O)N1Cc2ccccc2CC1C(=O)Nc1nnc(C2CC2)s1 (configuration not stated)	-0.4	-13	nt	-10	4	nt	nt	0
COCC#Cc1ccc2c(c1)O[C@@H](CN(C)C(=O)CN(C)C)[C@H](C)CN([C@H](C)CO)S2(=O)=O	1.0	-6	1	11	-3[16.7 µM]	1	2	0
COc1cccc(C2C(C(C)=O)=C(C)Nc3ncnn32)c1 (configuration not stated)	nt	-3	4	-1	-4	13	-1	0
CCOC(=O)C(=NCCCN(C)C)NNc1cc(C(F)(F)F)ccc1Cl	4.8	4	0	5	nt	-3	-1	4
COc1ccc(NC(=O)c2c(C)nn(Cc3ccccc3)c2C)cc1S(=O)(=O)N(C)C	nt	-5	-5	nt	nt	7	2	3
CCCc1ccc(C(=O)N2CCN(c3ccccc3OCC)CC2)cc1	nt	0	0	6	-4	-10	-2	0
COc1ccc(CCn2c(=O)[nH]c3cc(C(=O)NCCCN4CCOCC4)ccc3c2=O)cc1OC	0.6	3	2	5	-8	2	6	-2
CN(C)C(=O)c1cccc(-c2ccc([C@H]3[C@@H](CO)N(C(=O)C4CCCCC4)[C@H]3C#N)cc2)c1	-0.3	5	2	0	nt	8	-3	-2
C/C(=N\NC(=O)CNc1cccc(C(F)(F)F)c1)c1cccs1	nt	-10	-5	nt	21	4	7	3
NC(=O)c1ccc(-n2nnnc2Oc2ccc(Br)cc2)cc1	0.2	-17	nt	-7	nt	nt	nt	1
